HttQ103 aggreg: qHTS Multiplex Assay to Identify Dual Action Probes in a Cell Model of Huntington: Aggregate Formation (GFP); PC12 HttQ103-GFP aggregates, Acumen cytometry, 40 h; Potency, µM (highest dose often 46.1 µM), for inactives: at the highest dose activity change, negative = inhibition, hits mostly inhibitors; 1.1% of 220,000 active; AID 1688, 2009; also: potency is read from the fitted curve at half-maximal effect; % is scaled to controls: 0 for no effect and ±100 for the full control effect; nearly all actives have a fitted effect of over 60% in size
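PC12/HTTQ103-GFP, ecdysone-inducible; teb 100 nM; cpd qHTS titration; GFP aggregates read on laser cytometer, Ex 488/Em 500-530 nm.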
IMPase Li inh: qHTS Assay for Identifying the Cell-Membrane Permeable IMPase Inhibitors: Potentiation with Lithium. CHO-M1 cells, IP1 TR-FRET (IP-One), carbachol + lithium. Potency, µM (doses to about 59.4 µM), without a hit: top-dose activity, negative = IMPase inhibition, hits mostly inhibitors. 0.35% of 210,000 active. AID 1457, 2008;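 also: IP1 builds up when IMPase is blocked and the TR-FRET signal falls; potency is read from the fitted curve at half-maximal effect; plate controls were basal vehicle for no effect and high inhibitor control for full effect; nearly all actives have a fitted effect of over 50% in size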
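CHO-M1, 2000 cells/well, 16–30 h culture; cpd + low Li+, 30 min 37C; lysis with d2-IP1/Eu-anti-IP1 Ab, 10 min RT; TR-FRET 665/620 ratio and 620 channel; AC50 via Hill.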
LMNA splice mod: qHTS Assay for Modulators of Lamin A Splicing; HeLa LMNA splicing GFP/RFP minigene ratio, 48 h; Potency, µM (doses to about 46.1 µM), without a hit: at the highest dose ratio change, negative = inhibition, actives largely listed as inhibitors; 0.01% of 200,000 active; AID 1487, 2009; active = well fitted inhibition curve with a large enough effect in the signal ratio, with a control signal flat, not every such curve was filed as active; inconclusive = small, poorly fitted or top-dose-only effect, or effect the other way, or a change in a side signal; the % refers to the signal ratio; also: potency is read from the fitted curve at half-maximal effect; % is scaled to controls: 0 for no effect and ±100 for the full control effect
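S3 HeLa cells stably expressing lamin A-EGFP splicing minigene plus DsRed2, 600 cells/well, 48 h compound exposure at 37C. Laser-scanning cytometry; analysed as GFP (500-530 nm)/RFP (575-640 nm) total intensity ratio; 0.5% DMSO vehicle.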
SMN2 splice up: qHTS Assay for Enhancers of SMN2 Splice Variant Expression; Potency, µM (series often up to 46.1 µM), for inactives: top-dose activity change, positive = activation, usual class: activators; HEK293 SMN2-luciferase splicing reporter, luminescence, 30-36 h; 2.8% of 210,000 active; also: potency is read from the fitted curve at half-maximal effect; % of control where 0% means no effect; nearly all actives have a fitted effect of over 55% in size
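HEK293 cells carry an SMN2 minigene-luciferase reporter in which exon 7 inclusion puts luciferase in frame. Cells were seeded at 2000 cells/well, attached for 10-12 hours, then exposed to compounds for 30-36 hours at 37C before ONE-Glo luminescence.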
CBFb-RUNX1 inh: qHTS Assay for Compounds Blocking the Interaction Between CBF-beta and RUNX1 for the Treatment of Acute Myeloid Leukemia; Runt-related transcription factor 1 (Homo sapiens) + Core-binding factor subunit beta …; AlphaScreen CBFb-His/RUNX1-biotin binding, biochemical; 230,000 tested, under 10 active; Potency, µM (top dose mostly 59.8 µM), without a hit: at the highest dose activity, negative = inhibition, hits mostly inhibitors; also: % of control where 0% means no effect
Target sequence (Q01196 whole entry, looked up): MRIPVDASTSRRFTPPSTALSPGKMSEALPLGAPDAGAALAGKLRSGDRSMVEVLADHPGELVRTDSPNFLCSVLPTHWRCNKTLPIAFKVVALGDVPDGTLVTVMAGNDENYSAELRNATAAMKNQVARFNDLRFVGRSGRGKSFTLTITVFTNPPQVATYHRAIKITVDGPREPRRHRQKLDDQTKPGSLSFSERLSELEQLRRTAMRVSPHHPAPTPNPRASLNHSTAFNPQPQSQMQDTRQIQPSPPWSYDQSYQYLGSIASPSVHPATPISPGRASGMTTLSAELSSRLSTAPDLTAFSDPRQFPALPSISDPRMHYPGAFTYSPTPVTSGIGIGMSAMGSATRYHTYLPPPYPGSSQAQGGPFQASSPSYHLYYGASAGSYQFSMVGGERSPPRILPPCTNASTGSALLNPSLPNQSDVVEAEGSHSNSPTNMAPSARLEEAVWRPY
Target sequence (Q13951 whole entry, looked up): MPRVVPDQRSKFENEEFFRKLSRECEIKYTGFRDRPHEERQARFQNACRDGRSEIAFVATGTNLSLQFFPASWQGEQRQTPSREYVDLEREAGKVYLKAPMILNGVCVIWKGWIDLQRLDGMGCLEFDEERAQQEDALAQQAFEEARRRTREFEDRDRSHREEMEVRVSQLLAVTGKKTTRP
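His-tagged CBF-beta and biotinylated RUNX1 (30 nM each) were premixed 20 min at room temperature, exposed to compound for 15 min, then given nickel-chelate and streptavidin AlphaScreen beads (50 ng each). After 90 min, AlphaScreen signal was read.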
KinaseGlo FLuc: Counterscreen for Luciferase (Kinase-Glo TM) Inhibition; Luciferin 4-monooxygenase (Photuris pensylvanica), Q27757; Kinase-Glo luciferase, ATP luminescence, 8 min; Potency, µM (top dose mostly 38.3 µM), for the others: at the highest dose activity change, negative = inhibition, most hits filed as inhibitors; 0.28% of 200,000 active; AID 1379, 2008; also: potency is read from the fitted curve at half-maximal effect; % is scaled to controls: 0 for no effect and ±100 for the full control effect; nearly all actives have a fitted effect of over 60% in size
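Luminescence was the read-out, taken after 8-minute incubation at ambient temperature. Luciferase turned over luciferin with 10 uM ATP in imidazole pH 7.2 buffer containing KCl, MgCl2, Tween 20 and BSA.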
HTT ATP protect: qHTS Multiplex Assay to Identify Dual Action Probes in a Cell Model of Huntington: Cytoprotection (ATP); AID 1471, 2008; PC12 HTT-Q103 induced, cytoprotection, ATP luminescence, 40 h; Potency, µM (highest dose often 56.4 µM), for the others: cytoprotection (ATP increase), actives largely listed as activators; 0.14% of 230,000 active;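 also: potency is read from the fitted curve at half-maximal effect; % of control where 0% means no effect; nearly all actives have a fitted effect of over 45% in size; toxic huntingtin expression switched on by the ecdysone agonist tebufenozide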
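Quantitative HTS on tebufenozide-induced (100 nM) PC12 cells expressing HTTQ103 exon 1–GFP; compounds tested as a concentration series; survival measured via cellular ATP.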
The depositor's hits bear a star; ? = inconclusive; . = not tested or not shown; & = joins results of further samples; [ ] = another dose, or the depositor's remark. Unless noted, calls follow the shape of the dose curve; as a rule, active = well fitted curve in the direction sought with a large enough effect; inconclusive = small, poorly fitted or top-dose-only effect, or another doubt; inactive = no such curve, though single readings can be large; an effect the other way counts as inactive or inconclusive.

SMILES | HttQ103 aggreg | IMPase Li inh | LMNA splice mod | SMN2 splice up | CBFb-RUNX1 inh | KinaseGlo FLuc | HTT ATP protect
O=C(Nc1ncc2c(n1)CC(c1ccco1)CC2=O)c1ccco1 (centres undefined) | -22%[9.22 µM] | . | ? | . | 2% | . | -2%[10 µM]
Cc1c2c(nc3c(C(=O)NC4CCCCC4C)cnn13)CCCC2 (centres undefined) | ? | . | 7% | . | 3% | . | -29%
c1ccc(-c2nnc(CSc3nc4ccccc4[nH]3)o2)cc1 | 5% | 1%[38.3 µM] | 3% | -12% | 1% | 4% | -10%
CCCNC(=O)c1c(N)n(-c2cc(OC)cc(OC)c2)c2nc3ccccc3nc12 | 18µM* | -8%[38.3 µM] | -9% | -8% | 25% | -2% | -21%[0.074 µM]
CC1(C)CC(=O)C2=C(C1)N(c1cccnc1)C(N)=C(C#N)C2c1cccs1 (centres undefined) | -5% | 8% | ? | -10% | 1% | -2% | .
CCOc1cccc(C2C(C(=O)c3ccco3)=C(O)C(=O)N2Cc2ccncc2)c1 (centres undefined) | ? | 0%[38.3 µM] | -15% | 12% | 11% | 0% | -3%[10 µM]
Cc1ccc(OCCCCN2CCCCC2)c(Br)c1 | 10% | 15% | 0% | 5% | 4% | 2% | 15%[0.074 µM]
CCN(CCCc1ccccc1)CCCc1ccccc1 | 6% | 21%&30%&20% | ? | -28% | 12% | 0% | -98%[inhibitor]
CCN(C(=O)c1cc2c(=O)[nH]c3ccc(C)cc3c2s1)c1ccccc1F | 13%[9.22 µM] | . | . | . | 10% | . | -4%[10 µM]
COC(=O)C1=C(C(=O)OC)[C@@H]2N(C)c3ccc(OC)cc3[C@@]23C[C@@H](C(=O)OC)N(C(=O)C2CCC2)C3=N1 | -36%[9.22 µM] | 7% | 6%[9.22 µM] | . | ? | -2%[7.66 µM] | -11%&6%[10 µM]

Brought forward from above: two compounds, followed by the next part.
SMILES | HttQ103 aggreg | IMPase Li inh | LMNA splice mod | SMN2 splice up | CBFb-RUNX1 inh | KinaseGlo FLuc | HTT ATP protect
CCN(C(=O)c1cc2c(=O)[nH]c3ccc(C)cc3c2s1)c1ccccc1F | 13%[9.22 µM] | . | . | . | 10% | . | -4%[10 µM]
COC(=O)C1=C(C(=O)OC)[C@@H]2N(C)c3ccc(OC)cc3[C@@]23C[C@@H](C(=O)OC)N(C(=O)C2CCC2)C3=N1 | -36%[9.22 µM] | 7% | 6%[9.22 µM] | . | ? | -2%[7.66 µM] | -11%&6%[10 µM]
Cc1ccc(/C=C2\C(=O)ON=C2c2ccccc2)o1 | 3%[9.22 µM] | -3% | ? | . | 5% | 0% | 8%[10 µM]
O=S(=O)(CCc1nc2ccccc2[nH]1)c1ccc(Cl)cc1 | -17% | -3% | ? | -12% | -9% | -3% | -3%[10 µM]
O=C(NCc1ccc2c(c1)OCO2)Nc1cccc2ccccc12 | -2%[9.22 µM] | . | . | . | 17% | . | -7%[10 µM]
CCC(=O)N(CC(=O)Nc1sc(C)c(C)c1C(N)=O)C1CCCCC1 | 1% | 52%[activator][38.3 µM] | -4% | -8% | 8% | 4% | 22%[10 µM]
CCn1cc(C(=O)O)c(=O)c2cnc(N3CCN(C(=S)Nc4ccccc4Cl)CC3)nc21 | 4%[9.22 µM] | . | . | . | 7% | . | 2%[10 µM]
COc1ccc(CC(=O)NNc2ncnc3c2cnn3-c2ccc(C)cc2)cc1 | ? | . | ? | . | -2% | . | 1%[10 µM]
CN1CC2(C(=O)c3ccccc3)CN(C)CC(C(=O)c3ccccc3)(C1)C2 | -2% | 3%[38.3 µM] | ? | 10% | -6% | -1% | 0%
COc1ccc2nc(NC(=O)CSc3nc(SC)ns3)sc2c1 | 21% | 12% | ? | ? | -5% | -1% | 10%[10 µM]
O=C(O)C1Cc2ccccc2CN1C(=O)COc1ccc(Br)cc1 (centres undefined) | 5% | -4% | -6%[9.22 µM] | -17% | -6% | 0% | -30%[inhibitor]
Oc1ccc(C(=S)N2CCCCC2)cc1Cl | -20% | 5%[38.3 µM] | ? | -33%[inhibitor] | 2% | 3% | -13%
CCS(=O)(=O)N1N=C(c2cccs2)CC1c1cc2cc(C)ccc2nc1Cl (centres undefined) | 4%[9.22 µM] | . | . | . | 2% | . | -5%[10 µM]
CC1(C)Cc2c(sc3c2c(N)nc(=S)n3Cc2ccccc2)CO1 | -7% | ? | . | 0% | 3% | -4% | -3%
Cc1cc(-c2cc(-c3ccc(Cl)cc3)on2)nc(NC2CCCC2)n1 | -37%[9.22 µM] | . | . | . | 7% | . | 1%[10 µM]
CCN(CC)CCNC(=O)C1CCCCN1S(=O)(=O)c1cccc([N+](=O)[O-])c1 (centres undefined) | 7% | 6% | . | -1% | 4% | -2% | -37%
CC(C)=C1C2CCC1C(C(=O)NCCc1ccccc1)C2C(=O)O (centres undefined) | -7% | 2% | 6% | -12% | 4% | -1% | .
COc1ccc(-n2c3c(c(=O)[nH]c2=O)C(NC(C)=O)(C(F)(F)F)C(=O)N3)cc1 (centres undefined) | 25% | 3% | ? | 7% | -13% | -1% | -22%
COc1ccc(S(=O)(=O)N(CCCN2CCCC2=O)Cc2cc3cc(C)c(C)cc3[nH]c2=O)cc1 | 17% | -1%[38.3 µM] | 0% | -6% | 2% | -1% | -20%[10 µM]
CCOC(=O)c1cnc2c(Cl)c(Cl)ccc2c1N1CCN(C)CC1 | ? | 7%[38.3 µM] | ? | -4% | -2% | 7% | -28%
CCCC(=O)Nc1nnc(CCOC)s1 | -5% | -1% | -2% | -2% | -17% | 1% | -25%[10 µM]
Cc1cc2c(cc1C)CSC(c1ccccc1OC(=O)C(C)C)SC2 | 10% | . | ? | . | 1% | . | 14%
C#Cc1ccc([C@@H]2C=C(C(=O)OCC=C)O[C@H](OCCCCO)C2)cc1 | 4%[9.22 µM] | -5% | . | . | -14% | . | 27%[10 µM]
Cc1nn(Cc2ccccc2Cl)c(C)c1NC(=O)c1cc(-c2ccc(F)cc2)on1 | -27% | 12%[38.3 µM] | -6% | -15% | 6% | 1% | -10%
Cc1cccc(C)c1NC(=O)CN1CCN(CCCC(c2ccc(F)cc2)c2ccc(F)cc2)CC1 | 14%[20.6 µM] | -5% | ? | 0%[20.6 µM] | 20%[21.7 µM] | 2%[17.1 µM] | -39%[inhibitor][17.1 µM]
CC1CC(C)CN(C(=S)NC2CCCCC2)C1 (centres undefined) | -11% | -4% | 1% | -15% | 10% | -2% | 23%[10 µM]
COc1ccccc1NC(=O)Nc1ccc(Cc2ccncc2)cc1 | -4% | 7% | ? | -3% | -1% | -2% | -30%
COc1ccccc1NC(=O)Cn1cnc2c(cnn2-c2ccc(C)c(C)c2)c1=O | 3% | -18%[38.3 µM] | -3% | -30% | 4% | -4% | -3%
COc1ccc(CCNC(=O)C(C(=O)c2ccccc2)n2cc(Cl)ccc2=O)cc1OC (centres undefined) | -8% | 0% | -6% | -9% | 0% | -4% | 17%[10 µM]
O=C1CCCC2=C1C(c1ccccc1)CC(=O)N2c1ccccc1 (centres undefined) | 4% | 0%[38.3 µM] | 8% | -24% | -7% | 9% | -24%
CCOc1ccc(N2C(=O)CC(N3CCC(NC(=O)Nc4ccccc4)CC3)C2=O)cc1 (centres undefined) | -14% | -8%[38.3 µM] | ? | -2% | -1% | 4% | -38%
O=[N+]([O-])c1ccc(N2CCC(=NOCc3ccc(Cl)cc3)CC2)cc1 | -26% | 8%[38.3 µM] | -5% | -26% | 0% | -2% | -29%
Cc1cc(NC(=O)CCSc2ccccc2)ccc1Br | -7% | 8% | -8% | ? | ? | 1% | 3%[10 µM]
CCc1ccc(N2C(=O)CC(NNc3nc4ccccc4s3)C2=O)cc1 (centres undefined) | -26% | 4% | 0% | 7% | -3% | 0% | 15%[10 µM]
CCc1c(C)sc(NC(=O)c2cccs2)c1C(=O)OC(C)C | 5% | 18%[38.3 µM] | ? | -10% | 9% | -1% | 5%
COC(=O)N/N=C(\C)c1ccco1 | 5% | ? | -5%[46 µM] | -1% | -5% | -4% | -18%
O=C(NCc1ccc2c(c1)OCO2)C1CCCN1S(=O)(=O)c1ccc(Cl)cc1 (centres undefined) | -16%[9.22 µM] | 8% | ? | . | -1% | -3% | -15%[10 µM]
O=C(Cc1ccccc1)Nc1ccc(NC(=O)c2cccs2)c(Cl)c1 | -7% | -2% | 4% | 5% | 2% | -1% | 15%[0.074 µM]
CCOc1cc(/C=N\NC(=O)OC)ccc1OC(=O)c1ccco1 | -10% | 0% | . | -35% | 1% | -1% | -23%
Cc1noc(C)c1C(=O)N1CCCC(C(=O)c2ccc(Cl)cc2)C1 (centres undefined) | -3%[9.22 µM] | 4% | ? | -15% | 12% | -3% | -8%[10 µM]
CCOC(=O)C(=O)Nc1nnc(Cc2ccc(OC)c(OC)c2)s1 | 3% | 7% | 0% | 6% | 18% | 1% | -2%[10 µM]
CCCN(CCC)S(=O)(=O)c1ccc(NC(=O)C2CCCO2)cc1 (centres undefined) | -12% | 9% | 6% | -2% | 2% | -2% | 11%[1.9 µM]
COc1cc2c3c(c1)c(N=NC(N)=S)c(O)n3C(C)(C)C=C2C | -3%[9.22 µM] | . | . | . | -5% | . | -4%[10 µM]
O=C1CCCC(O)=C1C1C2=C(CCCC2=O)Oc2ccccc21 (centres undefined) | 7% | -10%[38.3 µM] | 2% | -10% | 6% | -4% | -17%
COc1cccc(CNCc2cccc(Br)c2)c1OC | 15% | 15% | . | 2% | -14% | -1% | -2%[10 µM]
N#Cc1ccc(C(c2nnnn2CCc2ccccc2)N2CCCCCC2)cc1 (centres undefined) | -26% | 7%[38.3 µM] | ? | -26% | 18% | -2% | 20%[10 µM]
CCOC(=O)Nc1cc(OC)c(OC)cc1Cc1nccc2cc(OC)c(OC)cc12 | 16% | -3%[38.3 µM] | -13% | ? | 0% | 4% | -7%

Compound activity deposited in PubChem BioAssay by National Center for Advancing Translational Sciences (NCATS).
